# RECQ1 inh – inhibitors of human RECQ1 DNA helicase. P46063. RECQ1 DNA unwinding, red fluorescence kinetic read. Potency, µM (top dose mostly 57.3 µM), for inactives: top-dose activity, negative = inhibition, most hits filed as inhibitors. actives 0.54% (n = 240,000). AID 2549;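 also: plate controls were vehicle for no effect and no enzyme for full effect; nearly all actives have a fitted effect of over 30% in size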
#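 RECQ1T1 50 nM; forked duplex (20 bp + 30-nt ss tails) 200 nM, ATP 2 mM final; pH 8.0, 2 mM MgCl2, 2.5 ug/ml poly(dI-dC); 15 min compound preincubation; discontinuous kinetic read over 2 h at RT.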
# aGlu spleen mod – inhibitors or activators of human alpha-glucosidase in spleen homogenate | human spleen homogenate, 4-MU-alpha-glucoside fluorescence | Potency, µM (doses to about 79.9 µM), without a hit: at the highest dose activity change, negative = inhibition, actives largely listed as inhibitors | actives 0.006% (n = 240,000);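 also: 0% = enzyme with vehicle and -100% = no enzyme basal signal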
#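 Enzyme source: human spleen homogenate, 1 ug/well. Buffer 50 mM citric acid/K phosphate pH 5.0, 0.01% Tween-20. 4-MU-alpha-glucoside 1 mM; 37 C x 40 min; NaOH/glycine stop; fluorescence.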
# GoLoco inh red – blocks human Gai1 binding to RGS12 GoLoco peptide, red readout; P63096; Gai1:RGS12 GoLoco peptide FP, rhodamine, 10 min; Potency, µM (top dose mostly 61.6 µM), inactives show at the highest dose activity, negative = inhibition, hits mostly inhibitors; actives 0.44% (n = 230,000); AID 880; active = well fitted inhibition curve with a large enough effect, not every such curve was filed as active; inactive = no such curve, though single readings can be large or run the other way; also: nearly all actives have a fitted effect of over 30% in size; many of its hits are not listed in these tables
# GAA glycogen – inhibitors or activators of human alpha-glucosidase glycogen cleavage; actives 0.38% (n = 300,000); recombinant GAA, glycogen substrate, Amplex Red glucose oxidase fluorescence; Potency, µM (titrated, usually from 76.4 µM), inactives show at the top dose activity change, negative = inhibition, most hits filed as inhibitors; P10253;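 also: 0% = full enzyme reaction and -100% = no-enzyme basal signal; the screen sought inhibitors and activators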
#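 qHTS, 1536-well; enzyme 4 nM final; cpd up to 77 uM; substrate bovine liver glycogen 30 ug; 50 mM citrate/phosphate pH 5.0, 0.01% Tween-20; 37 C, 40 min; Amplex Red detection 45 min RT; Hill fit → AC50.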
# TRb SRC2 PPI – disrupts binding of human TR beta to SRC2; actives 0.065% (n = 280,000); AID 1469; TRbeta-SRC2 peptide binding, fluorescence polarization; receptor liganded with 1 µM T3; Potency, µM (highest dose often 106 µM), without a hit: at the top dose activity change, negative = inhibition, actives largely listed as inhibitors; P10828;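 also: plate controls were bound peptide for no effect and peptide without receptor for full effect; nearly all actives have a fitted effect of over 50% in size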
#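 Human TRb ligand-binding domain (0.6 uM) is mixed with 20 nM Texas Red SRC2 peptide and 1 uM T3; after compound addition and 5 hr at ambient temperature, polarization is measured and normalized to unbound and bound controls.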
# TexasRed fluor – counter-screen for TRb-SRC2 inhibitors: fluorescence interference. TRb/SRC2 Texas Red total fluorescence interference. Potency, µM (series often up to 106 µM), without a hit: at the top dose fluorescence change, negative = quenching. actives 0.29% (n = 280,000); active = well fitted curve in either direction with a large enough effect; inconclusive = small, poorly fitted or top-dose-only effect
#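 Human TRβ ligand-binding domain (0.6 uM) and Texas Red SRC2 peptide (20 nM) in Tris buffer with 1 uM T3 and 5% DMSO were incubated with pinned compound for 5 hr at ambient temperature. Total fluorescence was computed as S + 2P (555/632 nm).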
# GAA inh – inhibitors of human lysosomal alpha-glucosidase; P10253; purified human GAA, 4-MU-alpha-glucoside fluorescence; Potency, µM (top dose mostly 76.9 µM), for the others: at the top dose activity change, negative = inhibition, most hits filed as inhibitors; actives 0.005% (n = 200,000); AID 1466;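 also: plate controls were uninhibited enzyme wells for no effect and no-enzyme background for full effect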
#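 Endpoint fluorogenic read: 20 min room-temperature reaction of 4 nM human alpha-glucosidase with 400 uM 4-methylumbelliferyl-alpha-D-pyranoside, pH 5.0, quenched with 1M NaOH/1M glycine pH 10. AC50 from Hill modeling.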
# L3MBTL1 inh – L3MBTL1 (human) inhibition. Q9Y468. AID 485360. AlphaScreen L3MBTL1–H3K9me1 peptide binding. actives 0.66% (n = 230,000). Potency, µM (highest dose often 57.1 µM), without a hit: at the highest dose activity, negative = inhibition, usual class: inhibitors; also: nearly all actives have a fitted effect of over 60% in size
# Target sequence (Q9Y468 whole entry, looked up): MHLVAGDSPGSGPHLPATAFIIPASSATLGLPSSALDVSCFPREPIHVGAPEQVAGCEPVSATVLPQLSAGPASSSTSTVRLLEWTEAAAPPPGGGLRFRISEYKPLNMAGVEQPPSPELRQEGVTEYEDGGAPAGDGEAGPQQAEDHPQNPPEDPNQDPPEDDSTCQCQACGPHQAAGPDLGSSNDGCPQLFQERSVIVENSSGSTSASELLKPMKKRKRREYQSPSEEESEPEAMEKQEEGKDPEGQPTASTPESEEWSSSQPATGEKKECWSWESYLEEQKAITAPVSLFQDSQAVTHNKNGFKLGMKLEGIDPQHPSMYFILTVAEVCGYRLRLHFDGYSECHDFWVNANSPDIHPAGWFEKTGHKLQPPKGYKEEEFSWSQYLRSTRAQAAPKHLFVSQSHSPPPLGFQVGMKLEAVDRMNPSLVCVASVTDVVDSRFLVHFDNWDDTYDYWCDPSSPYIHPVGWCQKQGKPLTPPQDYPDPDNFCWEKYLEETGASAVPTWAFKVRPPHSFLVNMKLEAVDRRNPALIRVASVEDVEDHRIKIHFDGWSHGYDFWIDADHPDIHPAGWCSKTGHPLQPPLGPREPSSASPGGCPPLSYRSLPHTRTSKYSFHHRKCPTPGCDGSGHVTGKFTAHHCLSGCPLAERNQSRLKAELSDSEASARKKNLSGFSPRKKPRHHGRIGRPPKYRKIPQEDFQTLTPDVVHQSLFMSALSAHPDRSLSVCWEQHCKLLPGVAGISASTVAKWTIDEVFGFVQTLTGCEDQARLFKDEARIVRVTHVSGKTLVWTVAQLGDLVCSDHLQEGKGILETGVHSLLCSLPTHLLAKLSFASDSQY
#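 Displacement of a biotinylated histone H3(1-15) peptide monomethylated at Lys9 (75 nM) from L3MBTL1 (50 nM) was measured by AlphaScreen after a 30 min room-temperature compound incubation; cefsulodin titration served as intraplate control.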
# The depositor's hits bear a star; i = inactive; ? = inconclusive; nt = no result given; [ ] = another dose, or the depositor's remark. Unless noted, calls follow the shape of the dose curve; as a rule, active = well fitted curve in the direction sought with a large enough effect; inconclusive = small, poorly fitted or top-dose-only effect, or another doubt; inactive = no such curve, though single readings can be large; an effect the other way counts as inactive or inconclusive. Unless noted, % is scaled to controls: 0 for no effect and ±100 for the full control effect; potency is read from the fitted curve at half-maximal effect. An excerpt; the hit share may differ from the screen's.
(1) S=C(Nc1ccc(Cl)cc1)N(CCCN1CCOCC1)Cc1ccco1
(2) Cc1cc(C)nc(Nc2n[nH]c(Cc3ccccc3)n2)n1
(3) Cc1ccc(C)c(OCCn2cc(C(=O)O)c3ccccc32)c1
(4) CCCCc1nc(SCC(=O)Nc2ncccn2)n[nH]1
(5) CCc1ccc(N2C(=O)CN(CC(=O)OC)C2=S)cc1
(6) COCCNC(=O)CSc1nc2cc(OC)c(OC)cc2c(=O)n1CCC1=CCCCC1
(7) Cc1ccn2cc(CCNC(=O)COc3ccccc3)nc2c1
(8) CCOC(=O)C1(C)C=C(Nc2ccccc2)C(=O)N1c1ccccc1 (stereo unspecified)
assay / compound	1	2	3	4	5	6	7	8
RECQ1 inh	-2%	2%	3%	-2%	-1%	4%	-1%	-12%
aGlu spleen mod	-1%	6%	3%	1%	0%	-3%	-9%	1%
GoLoco inh red	-6%	4%	6%	-1%	18%	-1%	5%	9%
GAA glycogen	-2%	5%	6%	4%	13%	5%	2%	8%
TRb SRC2 PPI	6%	-8%	-1%	1%	-11%	7%	-9%	-3%
TexasRed fluor	2%	-4%	1%	0%	0%	-6%	-1%	22%
GAA inh	-3%	2%	-7%	0%	-3%	?	nt	?
L3MBTL1 inh	-2%	2%	nt	-4%	?	0%	-4%	-4%

(9) O=C(CNC(=O)C1COc2ccccc2O1)N/N=C\c1cccc(O)c1 (stereo unspecified)
(10) COC(=O)c1ccccc1-c1ccc(/C=N/NC(N)=O)o1
(11) Cc1ccc(S(=O)(=O)N2CCC(C(=O)OCC(=O)N3CCc4ccccc43)CC2)cc1
(12) Cn1c(=O)c2c(SCc3c(F)cccc3Cl)nc(CC(C)(C)C)nc2n(C)c1=O
(13) CC1(C)Cc2ccccc2-c2nc3ccccc3c(=O)n21
(14) O=S(=O)(Nc1nc(-c2sccc2Cl)cs1)c1cc(Cl)ccc1Cl
(15) CC(=O)Nc1ccc(OCC(=O)NCc2ccc3c(c2)OCO3)cc1
(16) CC(=O)Nc1ccc(Br)cc1C(=O)C(=O)O
assay / compound	9	10	11	12	13	14	15	16
RECQ1 inh	6%	-5%	-5%	-6%	-1%	?	-7%	-2%
aGlu spleen mod	-12%	-3%	3%	-6%	-13%	-16%	2%	-6%
GoLoco inh red	6%	-1%	-6%	10%	7%	21%	6%	0%
GAA glycogen	-3%	3%	-6%	2%	19%	-11%	5%	3%
TRb SRC2 PPI	7%	-6%	1%	-2%	-3%	9%	12%	-16%
TexasRed fluor	-4%	-1%	3%	-1%	-10%	-15%	-3%	0%
GAA inh	7%	nt	-18%	-1%	-4%	3%	-1%	-5%
L3MBTL1 inh	7%	-6%	-8%	0%	40%[activator]	-2%	4%	-6%

# Full records, looked up by structure:
# S=C(Nc1ccc(Cl)cc1)N(CCCN1CCOCC1)Cc1ccco1 as listed: RECQ1 inh = -2%; aGlu spleen mod = -1%; GoLoco inh red = -6%; GAA glycogen = -2%; TRb SRC2 PPI = 6%; TexasRed fluor = 2%; GAA inh = -3%; L3MBTL1 inh = -2%
# CC1(C)Cc2ccccc2-c2nc3ccccc3c(=O)n21 as listed: RECQ1 inh = -1%; aGlu spleen mod = -13%; GoLoco inh red = 7%; GAA glycogen = 19%; TRb SRC2 PPI = -3%; TexasRed fluor = -10%; GAA inh = -4%; L3MBTL1 inh = 40%[activator]

# Following part
(17) O=C(CN1CCN(c2ccc(F)cc2)CC1)Nc1ccc(F)c(F)c1
(18) Nc1ccc2nc3c(c(Cl)c2c1)CCCC3
(19) CC1CCc2sc(C(=O)N=Nc3c(O)[nH]c4ccccc34)cc2C1 (stereo unspecified)
(20) CCN(c1ccccc1)S(=O)(=O)c1ccc(OC)c(NS(=O)(=O)c2cccs2)c1
(21) CC1(C)CC(=O)C=C(NC2CC(C)(C)NC(C)(C)C2)C1
(22) CC1=C(C(=O)OCC2CCCO2)C(c2coc3ccccc3c2=O)C2=C(CC(C)(C)CC2=O)N1 (stereo unspecified)
(23) Cc1ccc(S(=O)(=O)CC(=O)Nc2ccc(F)c(F)c2F)cc1
(24) O=C(CNC(=O)c1ccccc1Cl)N/N=C/C=C/c1ccccc1
assay / compound	17	18	19	20	21	22	23	24
RECQ1 inh	-6%	8%	-2%	i	-4%	i	0%	-4%
aGlu spleen mod	-4%	10%	-10%	2%	2%	-3%	0%	-7%
GoLoco inh red	1%	2%	-5%	0%	nt	5%	3%	1%
GAA glycogen	-18%	-2%	-6%	1%	20%	5%	2%	-3%
TRb SRC2 PPI	3%	0%	4%	0%	0%	8%	-5%	-5%
TexasRed fluor	3%	1%	-16%	-6%	1%	-1%	-6%	5%
GAA inh	-15%	nt	1%	-1%	0%	-15%	-6%	-4%
L3MBTL1 inh	-1%	-13%	2%	0%	7%	nt	6%	-3%

(25) Cc1ccccc1CNC(=O)C(=O)Nc1nccs1
(26) O=C(NCCCCc1ccccc1)c1ccccc1Cl
(27) BrCCOCCOc1ccc2ccccc2c1
(28) O=C(CC1C(=O)NCCN1C(=O)Nc1ccccc1)Nc1ccc2c(c1)OCO2 (stereo unspecified)
(29) COc1ccc2c(c1)CC/C(=C\c1ccc(OC)c(Cn3nc(C)cc3C)c1)C2=O
(30) CCOC(=O)C1=C(C)Nc2ccccc2N=C1NC(=O)/C=C/c1ccc(OC)cc1OC
(31) O=S(=O)(/N=C(/Nc1cc(N2CCOCC2)ncn1)c1ccccc1)c1ccccc1
(32) O=c1c2ccccc2nc(SCc2cccc(F)c2)n1Cc1ccco1
assay / compound	25	26	27	28	29	30	31	32
RECQ1 inh	-3%	6%	-12%	9%	35µM*	i	?	i
aGlu spleen mod	1%	-16%	1%	-5%	6%	4%	-5%	-1%
GoLoco inh red	3%	-4%	11%	2%	8%	28%	5%	-12%
GAA glycogen	6%	-2%	0%	8%	-10%	22%	4%	-3%
TRb SRC2 PPI	-1%	-4%	-3%	2%	2%	0%	3%	-10%
TexasRed fluor	-1%	1%	2%	-1%	-2%	-1%	-1%	-1%
GAA inh	2%	-8%	3%	-2%	-6%	-9%	-3%	-3%
L3MBTL1 inh	10%	nt	16%	-3%	nt	-5%[11.4 µM]	-2%	12%

(33) O=C(O)c1c[nH]c2cc(C(F)(F)F)ccc2c1=O
(34) Cc1cccc2cc(CN(CCN3CCCC3)C(=O)NC3CCCCC3)c(=O)[nH]c12
(35) O=C(N/N=C/c1ccccc1C(=O)O)c1ccc(COc2cccc3cccnc23)cc1
(36) CCOC(=O)Cn1nc(C)n(-c2ccc(C)cc2)c1=O
(37) CC(=O)N1CCC(=NNC(=O)CSc2cc(C)c(Br)cc2C)CC1
(38) Cc1nn(-c2ccc(Cl)cc2)c(N)c1C(O)(CSc1nccn1C)C(F)(F)F (stereo unspecified)
(39) CC(C)Sc1nc2ccccc2n1CC(=O)NCc1ccc2c(c1)OCO2
(40) Cc1ccc(-c2nnc(CSc3nnc(COc4ccccc4)n3-c3ccccc3)o2)cc1
assay / compound	33	34	35	36	37	38	39	40
RECQ1 inh	-1%	-11%	-10%	-4%	i	-11%	i	-17%
aGlu spleen mod	-5%	-5%	-8%	-6%	4%	-6%	7%	-3%
GoLoco inh red	3%	-1%	15%	-11%	-4%	27%	-3%	-3%
GAA glycogen	-13%	6%	6%	2%	-2%	-1%	3%	-3%
TRb SRC2 PPI	-5%	1%	-3%	4%	-21%	-7%	2%	-7%
TexasRed fluor	1%	-2%	-1%	2%	0%	-6%	3%	-2%
GAA inh	6%	2%	6%	3%	2%	3%	-3%	-4%
L3MBTL1 inh	-9%	-1%	-2%	10%	3%	-11%	9%	-6%

(41) CCCn1nc(NC(=O)c2cccs2)c2cc3cc(C)ccc3nc21
(42) CCN1CCN(CCCCOc2ccccc2F)CC1
(43) O=C1C2C(c3ccccc3)CC=CC2C(c2cccc(Br)c2)N1Cc1ccccc1 (stereo unspecified)
(44) Cc1ncc(CSc2nc3ccccc3[nH]2)c(N)n1
(45) CC(NC(=O)Nc1ccc2c(c1)OCO2)C1CCCO1 (stereo unspecified)
(46) CN(C)c1ccc(NC(=O)c2sc(SCC(=O)Nc3nccs3)nc2N)cc1
(47) O=C(/C=C/c1ccc(O)c(O)c1)c1ccc(O[C@@H]2O[C@H](CO)[C@@H](O)[C@H](O)[C@H]2O)c(O)c1O
(48) O=C(N/N=C1\CCSC1)c1cc(Cl)ccc1O
assay / compound	41	42	43	44	45	46	47	48
RECQ1 inh	0%	-11%	-9%	-15%	-1%	i	-10%	i
aGlu spleen mod	8%	0%	0%	-6%	3%	-13%	?	-1%
GoLoco inh red	-35%	-1%	nt	2%	-9%	-39%	nt	9%
GAA glycogen	-12%	9%	nt	5%	1%	-25%	nt	?
TRb SRC2 PPI	3%	2%	-1%	-21%	-1%	3%	7%	-6%
TexasRed fluor	-1%	0%	-2%	0%	0%	-6%	-17%	-1%
GAA inh	nt	5%	nt	5%	-2%	-2%	nt	-5%
L3MBTL1 inh	nt	nt	nt	6%	0%	nt	nt	3%

# Part of the list above, with two lines to a compound.
# Order of results – RECQ1 inh, aGlu spleen mod, GoLoco inh red, GAA glycogen, TRb SRC2 PPI, TexasRed fluor, GAA inh, L3MBTL1 inh
48) O=C(N/N=C1\CCSC1)c1cc(Cl)ccc1O
→ i, -1%, 9%, ?, -6%, -1%, -5%, 3%
42) CCN1CCN(CCCCOc2ccccc2F)CC1
→ -11%, 0%, -1%, 9%, 2%, 0%, 5%, nt

# Carrying on.
(49) CC(O)C(NS(=O)(=O)c1ccc(Cl)cc1)C(=O)OCc1cc([N+](=O)[O-])cc2c1OCOC2 (stereo unspecified)
(50) CCOC(=O)c1ccc(NC(=S)Nc2ccc(C)cc2)cc1
(51) CN(CC(=O)N1CCN(c2ccccc2)CC1)S(=O)(=O)c1cccs1
(52) N#C/C(=C\c1ccc(C#N)cc1)C(=O)c1ccccc1
assay / compound	49	50	51	52
RECQ1 inh	i	i	-2%	i
aGlu spleen mod	7%	-3%	-1%	1%
GoLoco inh red	8%	2%	-2%	-10%
GAA glycogen	-7%	-17%	-8%	2%
TRb SRC2 PPI	6%	-5%	7%	-1%
TexasRed fluor	-1%	1%	-1%	-2%
GAA inh	0%	-12%	-20%	0%
L3MBTL1 inh	5%	3%	nt	1%

# Compound activity deposited in PubChem by National Center for Advancing Translational Sciences (NCATS).
